Compound activity: PubChem, National Center for Advancing Translational Sciences (NCATS)
p53 reactivator: mutant p53 re-activation in reporter cells | actives 0.063% (n = 320,000) | Potency, µM (series often up to 92.2 µM), for the others: at the top dose activity change, positive = activation, actives largely listed as activators | AID 504706 | H1299 p53-A138V BP100-luciferase reporter, luminescence, 24 h; further: potency means the concentration at half of the fitted maximal effect; % of control where 0% means no effect; nearly all actives have a fitted effect of over 45% in size
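H1299 (p53-null), stable ts p53-A138V + BP100-Luc; 1000 cells/well, Opti-MEM/10% FBS; cpd 4 pt, 1:5; 24 h, 37 deg C, 5% CO2; detection reagent 10 min RT; luminescence.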
BRCA1 expr up: increases BRCA1 expression; Potency, µM (top dose mostly 46.1 µM), for the others: at the top dose activation, hits mostly activators; actives 1.1% (n = 380,000); MCF7-BRCA1-FFLuc reporter, luminescence, 48 h; response scale: scaled: vehicle 0%, 10 µM genistein 100%; further: potency means the concentration at half of the fitted maximal effect; nearly all actives have a fitted effect of over 80% in size; some results filed as inactive show a strong effect at the top dose
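Compounds are tested at multiple concentrations on MCF7 BRCA1-luciferase reporter cells seeded at 2000 per well; after 48 h, a single luminescence end-point is taken and curves fitted to the normalized data.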
B2AR arrestin: beta2AR (human) beta-arrestin recruitment activity | actives 0.02% (n = 330,000) | beta-arrestin recruitment to beta2AR, cell-based reporter | Potency, µM (doses to about 46.1 µM), without a hit: at the highest dose activation, most hits filed as activators | P07550;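 further: potency means the concentration at half of the fitted maximal effect; 0% = DMSO controls and full agonism = EC100 isoproterenol or metaproterenol; nearly all actives have a fitted effect of over 65% in size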
Target sequence (P07550 whole entry, looked up): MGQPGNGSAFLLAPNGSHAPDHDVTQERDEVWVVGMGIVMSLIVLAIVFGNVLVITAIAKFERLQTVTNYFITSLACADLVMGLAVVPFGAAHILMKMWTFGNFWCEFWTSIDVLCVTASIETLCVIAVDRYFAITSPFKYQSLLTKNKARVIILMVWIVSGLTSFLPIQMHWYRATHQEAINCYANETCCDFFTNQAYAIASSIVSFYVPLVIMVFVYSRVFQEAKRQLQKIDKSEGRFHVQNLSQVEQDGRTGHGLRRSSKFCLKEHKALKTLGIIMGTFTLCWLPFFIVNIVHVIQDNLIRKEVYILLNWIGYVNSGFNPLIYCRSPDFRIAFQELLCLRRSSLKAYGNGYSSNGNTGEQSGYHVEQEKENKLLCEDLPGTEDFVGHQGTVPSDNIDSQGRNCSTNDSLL
Integrin act MD: integrin-mediated muscular dystrophy alleviation activation. alpha7betagal myoblasts, beta-gal FDG fluorescence, 48 h. Potency, µM (top dose mostly 38.3 µM), for inactives: at the top dose activation, most hits filed as activators. actives 0.064% (n = 350,000). AID 624291;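 further: potency means the concentration at half of the fitted maximal effect; 100% = response of the positive control SU9516; nearly all actives have a fitted effect of over 60% in size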
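Alpha7betagal+/- myoblasts (passage 13) were plated 16-24 hr, then exposed to compounds (1:260 dilution of DMSO stock) for 48 hours at 37C. After MPER lysis, β-galactosidase reporter activity was read as FDG fluorescence (ex 480/em 540) after 30 minutes.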
CXXC DNA block: inhibitors of human MLL CXXC domain-DNA interaction. AID 2662. MLL-CXXC / FITC-HOXA9 DNA fluorescence polarization. actives 0.037% (n = 290,000). Q03164. Potency, µM (doses to about 115 µM), inactives show top-dose activity change, negative = inhibition, hits mostly inhibitors; active means well fitted inhibition curve with a large enough effect in the polarisation, with a control signal flat, not every such curve was filed as active; inconclusive means small, poorly fitted or top-dose-only effect, or effect the other way, or a change in a side signal; inactive means no such curve, though single readings can be large or run the other way; the % refers to the polarisation; further: potency means the concentration at half of the fitted maximal effect
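Fluorescence polarization: 7 uM MLL-CXXC (stock) preincubated 5 min with compounds, then 50 nM fluorescein-HOX-A9 DNA (stock) added; 30 min ambient. Buffer 50 mM Tris-HCl pH 7.5, 50 mM NaCl, 1 mM DTT, 0.05% BSA.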
TRPV1 ag: agonists of human vanilloid receptor 1 (TRPV1) | TRPV1-expressing cells, Fluo-8 calcium influx, agonist mode | actives 0.19% (n = 320,000) | AID 540275 | activation, % at 8.33 µM | Q8NER1; in the data active means activation above about 80%; inconclusive means between about 30% and that limit; further: 0% is about no effect
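Cells expressing TRPV1 were dye-loaded with Fluo-8 and read kinetically: 10 s baseline, 3 min after compound (agonist portion), then 2 min after EC20 capsaicin (allosteric enhancer portion). Calcium-bound dye fluorescence at 480/520 nm.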
AT treatment: potential ataxia-telangiectasia treatments restoring KAP-1 phosphorylation; […] A-T fibroblasts, KAP-1 phosphorylation AlphaLISA; neocarzinostatin DNA damage 30 min before lysis; Potency, µM (doses to about 57.5 µM), for inactives: top-dose activation, hits mostly activators; actives 0.19% (n = 320,000); AID 485349; further: potency means the concentration at half of the fitted maximal effect; % of control where 0% means no effect; nearly all actives have a fitted effect of over 45% in size
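ATM-like activity read as KAP-1 phosphorylation via AlphaLISA donor/acceptor antibody pairs after lysis and 6 hr at 25C. Cells were ATM-null patient fibroblasts ([…], hTERT), dosed 60 min, then exposed to the DSB inducer NCS for 30 min.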
PTAP TSG101 blk: blocks PTAP/TSG101 interaction to inhibit HIV-1 budding. Potency, µM (top dose mostly 115 µM), without a hit: top-dose activity change, negative = inhibition, hits mostly inhibitors. 340,000 tested, under 10 active. Fluorescence polarization, FITC-PTAP peptide / Tsg101 binding; active means well fitted inhibition curve with a large enough effect in the main read-out, with a control signal flat, not every such curve was filed as active; inconclusive means small, poorly fitted or top-dose-only effect, or effect the other way, or a change in a side signal; inactive means no such curve, though single readings can be large or run the other way; further: potency means the concentration at half of the fitted maximal effect; % of control where 0% means no effect
Target sequence (Q99816 whole entry, looked up): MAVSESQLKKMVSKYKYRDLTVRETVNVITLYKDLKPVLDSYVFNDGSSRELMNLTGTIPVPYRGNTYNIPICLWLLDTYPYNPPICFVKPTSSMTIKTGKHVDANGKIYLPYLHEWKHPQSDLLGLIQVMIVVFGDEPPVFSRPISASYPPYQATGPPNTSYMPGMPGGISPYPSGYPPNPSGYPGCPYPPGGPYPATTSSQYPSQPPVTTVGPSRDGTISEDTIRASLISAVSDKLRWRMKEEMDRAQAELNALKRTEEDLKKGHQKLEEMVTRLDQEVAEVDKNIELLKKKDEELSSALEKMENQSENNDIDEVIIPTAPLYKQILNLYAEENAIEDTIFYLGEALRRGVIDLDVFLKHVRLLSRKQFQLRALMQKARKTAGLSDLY
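Fluorescence anisotropy tracks displacement of a FITC-tagged PTAP peptide (50 nM) from the Tsg101 binding domain (10 uM), following a 20 min room-temperature incubation at pH 7.5.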
ELG1 DNA repair: inhibitors of ELG1-dependent DNA repair in HEK293T cells; AID 504467; HEK293T ELG1-luciferase reporter, luminescence, 16 h; DNA damage induced by 5-fluorouridine; Potency, µM (top dose mostly 46.1 µM), without a hit: top-dose activity change, negative = inhibition, actives largely listed as inhibitors; actives 2.3% (n = 330,000); further: potency means the concentration at half of the fitted maximal effect; on the % scale 0 is the no-effect control and ±100 the full control effect; nearly all actives have a fitted effect of over 55% in size
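HEK293T cells expressing luciferase-tagged ELG1 (2,000/well) received 5-Fluorouridine plus compound or DMSO for 16 hr at 37 °C. Luciferase was read by ONE-Glo luminescence after 30 min at room temperature.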
TCR activator: T cell receptor activation. primary human leukocytes, anti-CD3, IL-2 HTRF, 48 h. Potency, µM (series often up to 9.22 µM), inactives show top-dose activation of IL-2 secretion, usual class: activators. 330,000 tested, under 10 active. AID 504894; further: % of control where 0% means no effect
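Compounds are tested in HTS on primary human leukocytes co-incubated with a-CD3 beads for 48 hr. IL-2 output is measured by time-resolved FRET.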
Active calls of the source: *; [ ] = another dose, or the depositor's remark. Unless noted, the call rests on the fitted dose curve; in most records, active means well fitted curve in the direction sought with a large enough effect; inconclusive means small, poorly fitted or top-dose-only effect, or another doubt; inactive means no such curve, though single readings can be large; an effect the other way counts as inactive or inconclusive.

`COc1ccc2c(c1)-c1nc(/N=C/c3ccc(O)cc3)sc1CC2` gave p53 reactivator 4.3%, BRCA1 expr up 1.1%, B2AR arrestin -0.1%, Integrin act MD 4.8%, CXXC DNA block 2.5%, TRPV1 ag -6.3, AT treatment -4.5%, PTAP TSG101 blk 2.5%, ELG1 DNA repair 10.2% and TCR activator -2.1%[46.1 µM].
Screening O=C(O)C1CCN(c2ncccn2)CC1 returned p53 reactivator -1.2%, BRCA1 expr up 0.0%, B2AR arrestin -0.2%, Integrin act MD 9.7%, CXXC DNA block 4.5%, TRPV1 ag 0.0, AT treatment 11.7%, PTAP TSG101 blk -2.4%, ELG1 DNA repair -2.8% and TCR activator -1.6%.
Screening N#Cc1ccc(NC(=O)CSc2cn[nH]n2)cc1 returned p53 reactivator 1.6%, BRCA1 expr up 3.1%, B2AR arrestin -1.2%, Integrin act MD 28.7%, CXXC DNA block 0.2%, TRPV1 ag -1.0, AT treatment -3.4%, PTAP TSG101 blk -1.1%, ELG1 DNA repair 0.7% and TCR activator 1.0%.
`Cc1ccc(N(Cc2cc(=O)[nH]c3ccccc23)C(=O)C(C)C)c(C)c1` gave p53 reactivator -5.3%, BRCA1 expr up -13.1%, B2AR arrestin 3.5%, Integrin act MD 0.1%, CXXC DNA block 16.4%, TRPV1 ag 18.1, AT treatment 28.6%, PTAP TSG101 blk -0.9%, ELG1 DNA repair 1.6% and TCR activator 0.6%.
`CC1(C)CC2=C(CO1)C(=S)NC(c1ccccc1)N2CC1CCCO1` (stereo not given) gave p53 reactivator -3.8%, BRCA1 expr up -20.7%, B2AR arrestin -1.1%, Integrin act MD 0.0%, CXXC DNA block 8.6%, TRPV1 ag 3.8, AT treatment -6.3%, PTAP TSG101 blk -2.2%, ELG1 DNA repair 6.2% and TCR activator -3.7%.
Screening CCN(CC)S(=O)(=O)c1cc(NS(=O)(=O)c2cc(Cl)ccc2Cl)ccc1C returned p53 reactivator 6.3%, BRCA1 expr up -31.2%, B2AR arrestin -0.3%, Integrin act MD 3.1%, CXXC DNA block 2.8%, TRPV1 ag 1.3, AT treatment 1.5%, PTAP TSG101 blk -2.7%, ELG1 DNA repair -17.3% and TCR activator 0.0%[46.1 µM].
Screening CCCCN(C(=O)NC(=O)Nc1c(C)cc(C)cc1C)S(C)(=O)=O returned p53 reactivator 1.3%, BRCA1 expr up 10.9%, B2AR arrestin -0.2%, Integrin act MD 5.6%, CXXC DNA block 4.9%, TRPV1 ag 1.2, AT treatment -3.5%, PTAP TSG101 blk -3.1%, ELG1 DNA repair inconclusive and TCR activator -5.2%.
For Cc1ccc(NC(=O)COC(=O)C2CCN(c3ccc(C(F)(F)F)cn3)CC2)cc1C the results were p53 reactivator 5.7%, BRCA1 expr up 3.0%, B2AR arrestin -0.4%, Integrin act MD -17.8%, TRPV1 ag 2.8, AT treatment -16.6%, PTAP TSG101 blk -3.8%, ELG1 DNA repair 0.0% and TCR activator -1.7%.
Cc1ccc(CNC(=O)CCc2nc(-c3cccs3)no2)cc1 was read as p53 reactivator -3.3%, BRCA1 expr up 0.0%, B2AR arrestin -0.2%, Integrin act MD 1.9%, CXXC DNA block -1.7%, TRPV1 ag 1.8, AT treatment 8.8%, PTAP TSG101 blk -0.9%, ELG1 DNA repair 1.9% and TCR activator -2.1%.
O=C(c1ccc(Cl)cc1)c1c[nH]c(C(=O)NNc2ccccc2)c1 was read as p53 reactivator 0.5%, BRCA1 expr up -29.1%, B2AR arrestin 0.0%, Integrin act MD 3.3%, CXXC DNA block -14.5%, TRPV1 ag 0.4, AT treatment 3.4%, PTAP TSG101 blk -5.5%, ELG1 DNA repair -20.9% and TCR activator -3.3%.
Screening CCOC(=O)c1oc2ccccc2c1NC(=O)c1ccccc1OC returned p53 reactivator -8.5%, BRCA1 expr up -28.6%, B2AR arrestin -0.1%, Integrin act MD 0.5%, CXXC DNA block -3.6%, TRPV1 ag -0.9, AT treatment 8.5%, PTAP TSG101 blk -1.3%, ELG1 DNA repair inconclusive and TCR activator 0.5%.
For Cc1ccc(NC(=O)CSc2n[nH]c(-c3ccco3)n2)cc1 the results were p53 reactivator 5.9%, BRCA1 expr up -2.1%, B2AR arrestin 0.0%, Integrin act MD -13.6%, CXXC DNA block 7.2%, TRPV1 ag inconclusive, AT treatment 4.3%, PTAP TSG101 blk -2.3%, ELG1 DNA repair inconclusive and TCR activator -1.3%.
Screening COc1cc(/C=C(\C#N)C(=O)NCCc2ccccc2)cc(OC)c1O returned p53 reactivator 1.1%, BRCA1 expr up -13.3%, B2AR arrestin 0.2%, Integrin act MD -30.5%, CXXC DNA block inconclusive, TRPV1 ag 5.6, AT treatment -4.2%, PTAP TSG101 blk 11.1%, ELG1 DNA repair 7.9% and TCR activator -1.8%.
O=C(CSc1nnc(-c2cccs2)n1Cc1ccccc1)NCc1ccc2c(c1)OCO2 was read as p53 reactivator -4.6%, BRCA1 expr up -23.0%, B2AR arrestin -0.3%, Integrin act MD -16.0%, CXXC DNA block 9.0%, TRPV1 ag 8.8, AT treatment -5.6%, PTAP TSG101 blk -9.5%, ELG1 DNA repair inconclusive and TCR activator -1.7%.
`CC(C)[C@H](NC(=O)c1cccc(S(=O)(=O)N2CCOCC2)c1)C(=O)Nc1nccs1` gave p53 reactivator -1.7%, BRCA1 expr up 5.7%, B2AR arrestin 0.2%, Integrin act MD -1.4%, CXXC DNA block -1.4%, TRPV1 ag -4.0, AT treatment 2.5%, PTAP TSG101 blk -3.3% and ELG1 DNA repair -1.4%.
For Cc1ccc(C(=O)Nc2ccccc2[N+](=O)[O-])cc1S(=O)(=O)N1CCOCC1 the results were p53 reactivator -12.1%, BRCA1 expr up -12.9%, B2AR arrestin 0.0%, Integrin act MD -38.7%, CXXC DNA block -1.4%, TRPV1 ag 20.7, AT treatment 2.3%, PTAP TSG101 blk -3.5%, ELG1 DNA repair -2.4% and TCR activator -3.7%.
`CCc1noc(C)c1C(=O)Nc1cc(S(=O)(=O)N2CCOCC2)ccc1OCC(F)(F)F` gave p53 reactivator -9.2%, BRCA1 expr up 6.9%, B2AR arrestin -0.6%, Integrin act MD 0.0%, TRPV1 ag 14.2, AT treatment 3.5%, PTAP TSG101 blk -3.1%, ELG1 DNA repair -0.4% and TCR activator -1.1%.
For CC(=O)NCC(=O)OCC(=O)c1ccc2ccccc2c1 the results were p53 reactivator 0.0%, BRCA1 expr up 10.8%, B2AR arrestin 0.9%, Integrin act MD -2.2%, CXXC DNA block -1.0%, TRPV1 ag -0.6, AT treatment -2.4%, PTAP TSG101 blk -0.5%, ELG1 DNA repair 1.8% and TCR activator -0.5%.
CN(C(=O)c1cccc(NC(=O)Cc2cccc(NC(=O)C3CCN(C(=O)C4CCCC4)CC3)c2)c1)C1CCC1 was read as BRCA1 expr up -11.2%, Integrin act MD -0.3%, PTAP TSG101 blk -1.2% and TCR activator 1.5%.
`CN(C)CC(=O)Nc1ccc(S(N)(=O)=O)cc1` gave p53 reactivator -0.7%, BRCA1 expr up -3.2%, B2AR arrestin 0.0%, Integrin act MD 12.3%, CXXC DNA block -5.0%, TRPV1 ag -6.8, PTAP TSG101 blk -4.4%, ELG1 DNA repair 0.0% and TCR activator -10.4%.
Screening CS(=O)(=O)N(CC(=O)Nc1ccc(S(=O)(=O)N2CCCC2)cc1)c1ccccc1F returned p53 reactivator -6.6%, BRCA1 expr up -4.1%, B2AR arrestin -1.9%, Integrin act MD -9.2%, CXXC DNA block 0.2%, TRPV1 ag 1.8, AT treatment -11.4%, PTAP TSG101 blk -0.3%, ELG1 DNA repair -4.0% and TCR activator -1.3%[46.1 µM].
`O=C(O)CN1C(=O)CSc2ccccc21` gave p53 reactivator -2.3%, BRCA1 expr up -1.2%, B2AR arrestin -0.8%, Integrin act MD 17.1%, CXXC DNA block 1.8%, TRPV1 ag 0.2, AT treatment -1.0%, PTAP TSG101 blk -3.6% and ELG1 DNA repair -5.8%.
For CC1=CC(C)(C)N(C(=O)CN2C(=O)CCC2=O)c2ccc(C)cc21 the results were p53 reactivator -7.0%, BRCA1 expr up 4.7%, B2AR arrestin -0.2%, Integrin act MD -2.1%, CXXC DNA block 4.5%, TRPV1 ag -3.9, AT treatment 5.6%, PTAP TSG101 blk -2.7%, ELG1 DNA repair 2.5% and TCR activator 0.3%.
For COCCCNC(=O)CN1C(=O)/C(=C/c2ccccc2)Sc2ccccc21 the results were p53 reactivator -0.7%, BRCA1 expr up -4.6%, B2AR arrestin -0.1%, Integrin act MD 3.8%, CXXC DNA block -15.2%, TRPV1 ag 22.6, AT treatment 39.8µM*, PTAP TSG101 blk 0.3%, ELG1 DNA repair -2.5% and TCR activator -1.4%.
`CC(C)Cn1c(SCC(=O)NCc2ccco2)nnc1-c1ccncc1` gave p53 reactivator -9.0%, BRCA1 expr up 14.0%, B2AR arrestin 0.4%, Integrin act MD 3.4%, CXXC DNA block inconclusive, TRPV1 ag -1.5, AT treatment -2.6%, PTAP TSG101 blk -2.3%, ELG1 DNA repair 4.7% and TCR activator 0.5%.
